KLK7 zymogen act = activators of human kallikrein-7 zymogen | P49862 | purified proKLK7, EDANS-DABCYL substrate fluorescence; 100% is mature enzyme control, 0% vehicle | activation, % at 7 µM | hit rate 0.9% among 370,000 | AID 652039;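 active = activation above the mean of all tested compounds plus 3 SD, computed per campaign excluding outliers beyond control limits, cut at about 13% in these data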
Target sequence (P49862 whole entry, looked up): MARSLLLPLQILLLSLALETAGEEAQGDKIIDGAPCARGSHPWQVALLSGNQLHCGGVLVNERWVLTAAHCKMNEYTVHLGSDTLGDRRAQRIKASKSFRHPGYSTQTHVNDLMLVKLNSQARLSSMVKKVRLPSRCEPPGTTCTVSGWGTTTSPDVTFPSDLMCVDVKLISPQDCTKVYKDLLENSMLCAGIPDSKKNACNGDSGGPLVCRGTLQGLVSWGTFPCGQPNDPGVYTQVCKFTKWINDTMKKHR
PLCg1 inh = PLC-gamma1 (human) inhibition, primary screen; purified PLC-gamma1, fluorogenic substrate, fluorescence; inhibition, % at 12.2 µM; hit rate 0.84% among 370,000; AID 720700; in the data active = inhibition above about 9.5%
LEDGF integ inh = blocks HIV-1 LEDGF/p75-dependent DNA integration; inhibition, % at 3.7 µM; TR-FRET IN-LEDGF/p75 DNA integration, Eu/Cy5; hit rate 0.64% among 370,000; AID 743269;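 active = inhibition above the screen-wide mean plus 3 SD, cut at about 13% in these data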;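 also: signal is the Cy5 over europium emission ratio at 671 and 618 nm; 0% = plate median of compound wells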
ADAM10 inh = inhibits human ADAM10. recombinant ADAM10, EDANS/DABCYL FRET peptide cleavage, 3 h. inhibition, % at 7 µM. AID 720582. hit rate 0.62% among 370,000. O14672;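 active = inhibition above a per-campaign cutoff equal to the mean of compounds falling between control-based bounds plus 3 SD, cut at about 20% in these data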;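 also: 0% = DMSO wells while the 100% control is not disclosed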
DDE Tn7 FP inh = disrupts Tn7 cyclic peptide binding to fibrin D-Dimer-E complex; FP displacement of FITC-Tn7 peptide from fibrin DD(E); 0% = median of compound wells per plate; hit rate 0.13% among 370,000; AID 720508; inhibition, % at 8.3 µM;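 active = inhibition above the mean of compounds falling within the control limits plus 3 SD of them, cut at about 14% in these data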;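 also: 0% = plate median of compound wells and 100% = 10 µM Aha-Tn7 peptide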
Target sequence (P02675 whole entry, looked up): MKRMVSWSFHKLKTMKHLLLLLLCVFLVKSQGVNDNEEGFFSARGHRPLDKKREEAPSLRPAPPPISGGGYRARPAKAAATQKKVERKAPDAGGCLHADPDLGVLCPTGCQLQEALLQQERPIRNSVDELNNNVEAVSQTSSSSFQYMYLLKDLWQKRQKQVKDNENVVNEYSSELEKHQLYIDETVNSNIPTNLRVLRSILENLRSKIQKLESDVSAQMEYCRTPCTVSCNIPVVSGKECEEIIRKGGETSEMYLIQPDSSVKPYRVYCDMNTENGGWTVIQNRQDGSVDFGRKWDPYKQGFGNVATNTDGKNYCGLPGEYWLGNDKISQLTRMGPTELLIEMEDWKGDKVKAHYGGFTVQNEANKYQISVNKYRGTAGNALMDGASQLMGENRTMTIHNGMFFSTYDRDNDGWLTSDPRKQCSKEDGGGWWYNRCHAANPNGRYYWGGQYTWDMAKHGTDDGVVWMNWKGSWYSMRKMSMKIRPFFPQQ
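Assay system: human fibrin DD(E) protein / Input: 2 µM fibrin DD(E) / Benchmarks: high control of 10 µM Aha-Tn7 peptide / Measured by: fluorescence polarization of the labelled Tn7 tracer / Medium: Tris buffer with calcium and detergent, pH 7.8 / Timing: 10 min compound pre-incubation, 3 h probe incubation at room temperature / Repeats: one replicate per compound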
DDE Tn6 FP inh = DD(E)-Tn6 binding inhibition, primary FP screen; P02675; Fibrin DD(E) TRITC-Tn6 fluorescence polarization displacement; inhibition, % at 8.3 µM; hit rate 0.21% among 370,000;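 active = inhibition above a per-campaign cutoff: mean of compounds within control limits plus 3 SD, cut at about 15% in these data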;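 also: 0% = median of all compound wells on the plate and 100% = blocking peptide control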
ADAM17 inh = inhibits human ADAM17; inhibition, % at 6.95 µM; hit rate 0.83% among 370,000; recombinant ADAM17, EDANS/DABCYL FRET peptide cleavage; P78536;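 active = inhibition above the mean of compounds lying between control limits plus 3 SD, set per campaign, cut at about 8.5% in these data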;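 also: 0% = DMSO-only wells as the low control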
ARFGAP1 inh = rat ARFGAP1 inhibition. Arfgap1-stimulated ARF1 GTP hydrolysis, GDP FP detection. inhibition, % at 16.5 µM. hit rate 0.26% among 360,000. AID 651572;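 active = inhibition above a per-plate limit, mean inhibition of low control wells plus 3 SD, cut at about 25% in these data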;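 also: 0% = DMSO wells with enzyme and 100% = wells lacking Arfgap1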
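Assay system: purified rat His6-Arfgap1 residues 1-136 (GAP domain); Reagent: human Δ17 ARF1 bound to GTP; Dosing: 16.5 µM single point, 1.26% DMSO; Times: GTP hydrolysis reaction 2 h at 25 °C; Signal: FP, GDP Alexa 633 tracer displaced from anti-GDP antibody, 620/688 nm; Measure: % inhibition from polarization.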
ASAP1 GAP inh = blocks human ASAP1-stimulated Arf1 GTP hydrolysis; Q9ULH1; inhibition, % at 16.5 µM; AID 624377; hit rate 0.19% among 360,000; GDP FP detection; in the data active = inhibition above about 25%;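 also: 0% = vehicle with enzyme and substrate and 100% = no enzyme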
TDP2 absorb = TDP2 (human) inhibition, absorbance primary screen | recombinant TDP2, T5PNP hydrolysis, p-nitrophenol absorbance 415 nm | inhibition, % at 12.8 µM | hit rate 0.34% among 370,000 | O95551;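 active = inhibition above the mean of all tested compounds plus 3 SD, set per campaign, cut at about 25% in these data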;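 also: 0% = DMSO with enzyme and 100% = buffer with substrate but no TDP2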
Target sequence (O95551 whole entry, looked up): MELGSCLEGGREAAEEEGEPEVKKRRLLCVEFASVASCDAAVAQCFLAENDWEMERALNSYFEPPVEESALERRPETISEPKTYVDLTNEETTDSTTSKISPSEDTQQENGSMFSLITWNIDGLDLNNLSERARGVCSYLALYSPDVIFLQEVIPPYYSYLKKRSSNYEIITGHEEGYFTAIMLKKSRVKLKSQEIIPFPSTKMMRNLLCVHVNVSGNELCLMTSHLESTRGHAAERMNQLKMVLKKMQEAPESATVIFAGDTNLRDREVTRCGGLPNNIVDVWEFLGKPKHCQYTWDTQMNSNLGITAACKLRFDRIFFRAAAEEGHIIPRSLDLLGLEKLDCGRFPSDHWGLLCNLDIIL
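System – recombinant human TDP2 · Amount – 120 nM TDP2 per well · Buffer or medium – Mg2+-containing Tris-HCl buffer, pH 7.5 · Reagent – T5PNP substrate, 5 mM · Dosing – 12.8 µM single point, 1% DMSO · Incubation – 2 h at 37 °C · Measured by – epi absorbance · Read-out basis – percent inhibition · Benchmarks – high control without enzyme, low control DMSO plus TDP2 · Repeats – singlicate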
Active calls of the source: *.

SMILES	KLK7 zymogen act	PLCg1 inh	LEDGF integ inh	ADAM10 inh	DDE Tn7 FP inh	DDE Tn6 FP inh	ADAM17 inh	ARFGAP1 inh	ASAP1 GAP inh	TDP2 absorb
CCCCS(=O)(=O)N1CCCC(C(=O)NCC2CCCO2)C1 (stereo not drawn)	0.2	0.0	-3.2	-2.8	3.9	-0.5	-1.4	-5.1	-0.6	11.7
COc1ccc(/C=C/C(=O)Oc2ccc(/C=N/NC(=O)COc3c(C)cccc3C)cc2)cc1	0.3	6.1	0.9	0.8	-3.5	-0.7	-0.2	3.8	0.8	-2.0
CCOc1ccc(C(=O)Nc2cc(OC)ccc2OC)cc1	-1.0	0.8	0.9	0.7	-0.6	-1.8	3.0	-7.7	6.7	-2.9
CCN(CC)CCN(C(=O)CCS(=O)(=O)c1ccccc1)c1nc2cc3c(cc2s1)OCO3	-0.3	5.2	2.9	-5.7	-6.2	0.2	-3.3	7.5	6.4	-5.5
CN(Cc1ccccc1)Cc1ccccc1C(O)c1ccccc1 (stereo not drawn)	0.8	0.4	2.5	8.3	-5.7	-6.2	2.8	4.9	-17.4	-11.8
Cc1nc2ccccc2n1CC(=O)c1ccc(O)c(O)c1	-0.7	1.9	13.3	-6.5	-3.4	-4.5	-3.8	-1.0	22.3	-3.8
c1ccc2c(C3=NNC(=NC4CCCCC4)SC3)c[nH]c2c1	0.1	-14.5	-5.0	-9.6	2.8	2.7	-1.6	1.7	14.8	4.4
CC(=O)c1c(C)oc2ccc(NS(=O)(=O)c3cccs3)cc12	0.6	-0.2	3.0	-1.7	10.1	2.8	-3.0	-1.1	-9.5	0.1
CCCc1nnc(NC(=O)c2ccncc2)s1	0.3	7.0	2.6	8.3	-3.3	1.9	1.9	5.8	-6.9	-1.7
O=C(NCCc1ccccc1)C(c1ccccc1F)N(C(=O)c1csnn1)C1CC1 (stereo not drawn)	0.6	6.7	-4.2	4.6	-3.1	1.5	2.5	5.6	3.3	-9.3
COc1ccccc1CNC(=O)[C@@H]1CCCN1S(=O)(=O)c1ccc(C)cc1	0.4	-3.0	-0.8	1.6	3.9	5.2	2.0	-9.7	2.5	-4.7
O=C(Nc1ccccc1Oc1ccccc1)c1cnccn1	0.0	1.0	4.0	-0.8	0.3	1.1	3.5	-4.6	-8.4	-6.6
COC(=O)c1nn(-c2nc(-c3cccc(OC)c3)cc(C(F)(F)F)n2)cc1[N+](=O)[O-]	-0.9	1.4	-0.7	-8.5	-5.3	8.4	-1.5	-0.8	2.5	-6.4
Cc1ccc(S(=O)(=O)c2c(N)n(/N=C/c3ccco3)c3nc4ccccc4nc23)cc1C	-0.3	-50.5	0.0	-182.2	-0.9	-1.9	-55.6	12.9	10.8	2.9
COc1ccc(C(CC(=O)Nc2cc([N+](=O)[O-])ccc2OC)c2ccccc2)cc1 (stereo not drawn)	0.4	5.4	2.0	14.6	6.3	-10.6	4.2	2.3	17.6	-3.7

Molecules listed so far with a furan ring, fused or not, in the order listed:
SMILES	KLK7 zymogen act	PLCg1 inh	LEDGF integ inh	ADAM10 inh	DDE Tn7 FP inh	DDE Tn6 FP inh	ADAM17 inh	ARFGAP1 inh	ASAP1 GAP inh	TDP2 absorb
CC(=O)c1c(C)oc2ccc(NS(=O)(=O)c3cccs3)cc12	0.6	-0.2	3.0	-1.7	10.1	2.8	-3.0	-1.1	-9.5	0.1
Cc1ccc(S(=O)(=O)c2c(N)n(/N=C/c3ccco3)c3nc4ccccc4nc23)cc1C	-0.3	-50.5	0.0	-182.2	-0.9	-1.9	-55.6	12.9	10.8	2.9

Remaining list, next part:
SMILES	KLK7 zymogen act	PLCg1 inh	LEDGF integ inh	ADAM10 inh	DDE Tn7 FP inh	DDE Tn6 FP inh	ADAM17 inh	ARFGAP1 inh	ASAP1 GAP inh	TDP2 absorb
CCOC(=O)c1c(C)c(C(=O)NCc2ccc3c(c2)OCO3)c(C)n1C	-0.6	2.3	4.5	3.4	1.9	4.8	-4.2	-12.6	-1.9	-1.3
Cc1cc(-c2c(C(=O)N3CCOCC3)c(C)nn2-c2cccc(C(F)(F)F)c2)no1	-0.5	1.1	2.8	-4.1	-5.5	6.3	0.5	6.1	-4.1	6.3
COc1ccc(/C=C(\C#N)C(=O)Nc2cc(S(=O)(=O)N3CCCCC3)ccc2N2CCCCC2)cc1	0.0	1.4	2.2	5.0	-3.0	0.5	3.2	10.0	-1.0	-5.1
O=C(Nc1cccc(C(=O)Nc2ccccc2C(=O)O)c1)c1cccc(Cl)c1	-0.1	-5.7	-1.0	5.0	2.2	6.4	1.3	5.5	-2.9	-0.1
Cc1nn(C)c(Cl)c1CN1CCN(CCC(C)C)C(CCO)C1 (stereo not drawn)	0.7	1.9	-7.5	-2.8	-1.6	-2.6	-5.8	-4.9	-2.3	-4.4
O=C(c1ccccc1)c1ccc2c(c1)OCCOCCOCCO2	0.0	-0.8	-3.6	-2.9	5.7	3.1	-2.9	-1.2	2.1	-15.0
COc1ccc(NC(=O)c2cc(-c3ccc4c(c3)OCO4)on2)cc1	0.3	-0.7	13.1	-9.7	2.5	2.0	-1.8	0.5	7.0	9.8
CN(C)S(=O)(=O)c1ccc(S(=O)(=O)N2CCCC2)cc1	0.2	-1.6	6.0	0.7	2.0	5.2	-2.1	-2.7	12.1	1.1
Cc1c(Cl)cccc1NC(=O)CSc1nncn1-c1cccnc1	0.2	4.4	0.7	-11.7	1.4	6.6	-4.4	-2.0	3.0	-2.4
O=C(NCCN1CCCC1)C(c1ccccc1)c1ccccc1	0.4	1.1	-2.5	2.9	1.6	10.2	3.8	-9.2	6.8	-7.5
COCCn1c(C)cc(C(=O)CN2CCCCC2)c1C	0.2	-6.3	2.9	-6.3	7.4	7.6	-4.2	6.9	-11.7	6.7
O=C1CSC(c2cccc([N+](=O)[O-])c2)N1c1ccccc1F (stereo not drawn)	0.0	-2.1	-5.1	-2.9	1.9	3.1	-6.4	11.3	-4.8	-0.9
CC(=O)c1c(C)[nH]c(C(=O)OCc2csc(CC(=O)Nc3ccccc3C)n2)c1C	-0.6	-1.2	-4.7	-1.4	-2.5	-7.2	-2.2	3.7	15.7	-12.3
Cc1cccc2cc(CN(Cc3ccco3)C(=O)c3cccs3)c(=O)[nH]c12	0.3	-2.4	0.0	-13.0	0.3	3.5	-10.2	-3.8	7.7	2.4
CCCCC(=O)Nc1nnnn1CCC	1.2	3.4	0.4	2.8	-1.7	-1.5	-1.8	2.3	7.0	6.7
COc1ccc(N(CC(=O)N/N=C/c2ccco2)S(=O)(=O)c2ccccc2)cc1Cl	-0.1	1.2	-0.9	2.1	0.9	-1.9	-2.6	11.9	10.9	-12.8
O=C(c1cnn2c(C(F)(F)F)cc(-c3ccc(Br)cc3)nc12)N1CCOCC1	-0.3	-0.9	-3.8	3.0	4.4	-7.7	-5.9	10.8	-5.9	3.6
CCNCCNc1ccc(Cl)cc1[N+](=O)[O-]	0.0	-0.3	-1.8	-0.5	-6.2	-4.2	-2.5	-3.6	7.4	1.4
CCOC(=O)C1=C(CS(=O)(=O)c2ccccc2)NC(=O)NC1c1cc(OC)c(O)c(OC)c1 (stereo not drawn)	0.3	0.6	0.6	-7.5	4.2	-4.2	-1.5	-9.3	-16.3	21.6
CN(C)/C=C1\C(=O)NN=C1c1ccccc1	0.4	0.4	-2.9	4.1	-2.9	6.3	-3.6	8.1	13.3	-7.3
COc1cc2c(cc1OC)/C(=C/C(=O)OCc1ccccc1)OC2	-0.4	4.7	0.2	-11.1	1.4	-3.2	6.3	6.6	12.7	-2.5
COc1ccc(NC(=O)CCC(=O)Nc2ccc3nc(N4CCOCC4)cc(C)c3c2)c(OC)c1	0.4	-17.6	-1.9	-157.6	2.5	2.9	-58.7	7.6	-4.9	-9.1
Nc1cc(=O)[nH]c(SCC(=O)N2CCCc3ccccc32)n1	0.3	4.7	-1.6	-3.8	-5.0	-8.0	-1.4	7.6	13.2	6.3
CCN(CC)CCn1c(NCc2ccc(OC)cc2)nc2ccccc21	0.1	1.7	-2.5	-13.2	1.4	2.8	-0.5	-7.4	5.0	7.3
Cc1[nH]c(=O)[nH]c1C(=O)CCCCC(=O)O	0.1	-2.2	73.4*	-1.2	1.9	6.4	-1.8	-8.8	-3.7	-9.0
O=C(Nc1ccncc1)c1ccc(Cl)c(S(=O)(=O)N2CCc3ccccc32)c1	-0.1	-0.3	-0.4	-0.9	4.7	-20.7	3.0	9.3	7.0	8.5
Nc1nc(O)c(CC(=O)O)s1	0.0	2.4	0.9	-3.5	5.6	5.7	-2.6	-5.4	7.5	27.2*
CCCn1nc(C(=O)Nc2cccc(S(=O)(=O)N(C)c3ccccc3)c2)c2ccccc2c1=O	-0.4	1.6	-0.2	-0.5	1.3	0.3	5.2	11.9	1.4	-10.1
CC(=O)NC(c1ccc(C(C)C)cc1)c1ccc2cccnc2c1O (stereo not drawn)	0.1	-12.1	-2.1	4.3	7.5	-5.9	0.2	7.0	3.7	-14.8
COc1ccc(C(=O)OC(C)C(=O)NC2CCCC2)cc1S(=O)(=O)N1CCOCC1 (stereo not drawn)	0.4	1.1	2.1	-4.9	-0.2	0.5	-0.9	3.7	-5.6	-1.6
COc1ccc(-c2cc(OC)c3ccccc3n2)cc1	11.4	-117.8	2.0	-282.4	1.8	2.8	-92.5	11.4	4.8	-11.3
COc1cc(N2C[C@@]3(O)CC[C@@H](O)[C@@H](OC)[C@@H]3[C@@](C)(O)[C@@H]2CC=C(C)C)cc(OC)c1OC	-0.2	-2.7	-1.4	-6.3	2.7	-0.5	-5.5	10.3	-8.5	-2.7
CC1CCN(CCNC(=O)C2CCCN(c3ncnc4c3nc3n4CCCCC3)C2)CC1 (stereo not drawn)	0.7	4.3	1.4	5.8	3.1	-7.2	-4.7	-5.7	4.1	-8.5
Cc1ccccc1N1C(=O)CSC1=C(C#N)C#N	-0.4	-18.4	7.2	9.7	-0.6	0.2	3.0	11.1	-2.4	-11.3
CC(C)CC1CC(=O)OC1(C)C(=O)CSc1nc2ccccc2s1 (stereo not drawn)	-0.4	-3.5	3.1	-4.1	-3.6	6.5	-3.8	-1.6	-0.2	2.6
CN(Cc1cccs1)C(=O)c1cc(S(=O)(=O)N2CCOCC2)ccc1N1CCCC1	0.5	0.8	-1.8	-27.1	-14.3	-6.3	-3.5	-6.0	-0.4	-8.6
CN(C)C(=O)c1ccc(-n2cccn2)nc1	0.6	2.2	-3.5	-1.6	-3.1	3.8	-3.2	-4.7	5.8	7.3
Cc1ccc(-c2nc3ncccc3o2)cc1NC(=O)c1sc2ccccc2c1Cl	0.1	1.2	2.4	0.4	8.3	5.5	-2.0	-2.5	0.1	2.3
CN(C)C(=O)c1ccc(NC(=O)COc2cccc3c2OC(C)(C)C3)cc1	-0.3	3.4	3.1	11.7	-0.6	5.6	1.0	1.2	-16.8	-8.8

From PubChem
